Compound activity as filed in PubChem.
MMP13 inhibition: human MMP13 inhibition, fluorescence-interfering compounds – biochemical, possible fluorescent artifacts, delta fluorescence, confirmation (AID 734); inhibition, %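 (each compound tested at 4 µM nominal in triplicate)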; 5,100 tested, under 10 active; MMP13 fTHP FRET cleavage, delta fluorescence 4 h; stronger effect = higher value;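 active = inhibition above the mean inhibition over all tested compounds plus 3 SD, cut at about 75% in these data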;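 also: 0% = DMSO only wells and 100% = 8 µM reference MMP13 inhibitor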
Numbers without * were called inactive.

SMILES	MMP13 inhibition
O=C(NCc1ccc2c(c1)OCO2)c1cccc2c1C(=O)N(C1CCCCC1)C2	4
N#Cc1ccc2ccn(CC(=O)NCc3ccccc3)c2c1	3
CCOC(=O)c1sc2nc(CC(=O)OC)nc(NCC(=O)OC)c2c1C	-2
Cn1c(N2CCC(C(N)=O)CC2)nc2c1c(=O)n(Cc1ccc(Cl)cc1)c(=O)n2C	0
O=C(Nc1cccc2ccccc12)N1CCN(c2ccccc2)CC1	7
CC1CCCN(S(=O)(=O)c2cccc(-c3cn4cccnc4n3)c2)C1 (configuration not stated)	-16
Cc1cc(C(=O)Cn2nnc3ccccc3c2=O)c(C)n1Cc1cccs1	4
CCCn1nc(NC(=O)c2cccs2)c2cc3cc(OC)ccc3nc21	-3
Cc1csc2ncc(C(=O)NCc3ccccn3)c(=O)n12	5
N#Cc1c(-c2ccco2)cc(-c2ccc(F)cc2)nc1N	-14
COc1ccc(-c2cc(C(F)F)n3ncc(C(=O)NCC4CCCO4)c3n2)cc1 (configuration not stated)	-17
O=S(=O)(c1ccc2c(c1)OCCO2)N1CCC(n2cnc3cc(F)ccc32)CC1	5
CCOC(=O)CSc1ccc2nnc(-c3cccnc3)n2n1	3
O=C(NCc1ccco1)c1ccc(CS(=O)(=O)Cc2ccc(Cl)cc2)o1	4
Cc1cc(S(=O)(=O)NCC(=O)O)ccc1F	5
CC(C)c1nc(NCCN2CCOCC2)c(C#N)c2c1COC(C)(C)C2	1
Cc1cccc(NC(=O)c2cc(-c3ccco3)nc3ccccc23)n1	2
CCOC(=O)c1cc2c(=O)n3ccccc3nc2n(C(C)C)c1=NC(=O)c1ccncc1	-11
COc1ccccc1Oc1c(C)oc2cc(OC(=O)c3ccco3)ccc2c1=O	-6
Cc1cc2oc(=O)cc(C)c2cc1NC(=O)CCC(=O)O	3
CCOC(=O)c1nn(-c2ccc3c(c2)CCN3C(C)=O)cc1O	-56
COCCn1cc(C(=O)N2CCCC(C)C2)c2c3ccccc3n(C)c2c1=O (configuration not stated)	5
Cc1cc(C)c(C#N)c(N2CCCC(C(N)=O)C2)n1 (configuration not stated)	5
Cc1cc(C)n(S(=O)(=O)c2cc(Cl)ccc2Cl)n1	2
CC(C)N1CC=C2C(C#N)=C(N)C(C#N)(C#N)C(c3ccccc3)C2C1 (configuration not stated)	7
Cc1ccc(C(=O)/C=C/Nc2ccccc2C(N)=O)o1	-3
CCOC(=O)c1[nH]c2ccc(OC)cc2c1NC(=O)CCN1CCCC(C)C1 (configuration not stated)	4
Cn1c(NCCCO)nc2c(c1=O)C1(CCCCC1)Cc1ccccc1-2	-23
O=C(CN1CCC2(CC1)OCCO2)c1ccc2cc[nH]c2c1	8
CC(=O)c1sc2nc(SCC(=O)N3CCCCC3)[nH]c(=O)c2c1C	5
N#Cc1cnn(Cc2ccc(Cl)cc2)c1N	6
COc1ccc2c(c1)C1(Nc3ccccc3C(=O)N1c1ccccc1)C(=O)N2 (configuration not stated)	3
Cc1cc(-c2ccccc2)nc(N2CCC(C(=O)NC(C)C)CC2)n1	0
CC1(C)Cc2c(C#N)c(NCCN3CCOCC3)nc(-c3ccco3)c2CO1	-1
CCCn1c(CCC(=O)O)ccc1-c1ccc(OC)cc1	4
CCOP(=O)(c1ccccc1)c1nc(-c2ccccc2C)oc1N1CCCCC1 (configuration not stated)	5
CN(CC(=O)NCc1ccco1)S(=O)(=O)c1cccc2cccnc12	2
CC(C)c1nc(N2CCOCC2)c(C#N)c2c1CCCC2	9
C=CCOC(=O)COc1ccc2c(C)c(CC)c(=O)oc2c1	3
N=c1c(C(=O)NCc2ccco2)cc2c(=O)n3ccccc3nc2n1Cc1ccc(Cl)cc1	-6
CCSC(C)CC1C/C(=N/O)c2c(C)noc2C1 (configuration not stated)	5
COC(=O)c1[nH]c2cc(C)ccc2c1NC(=O)CN1CCc2cc(OC)c(OC)cc2C1	5
O=C(NCc1cccs1)c1cc2c(s1)-c1ccccc1OC2	-1
CCOc1ccc(-c2nc(C#N)c(N3CCN(C)CC3)o2)cc1	-6
Cc1cccc(NC(=O)c2cc3ccccc3o2)c1	4
COc1ccc(C2=CC(c3ccc(OC)c(OC)c3)n3nnnc3N2)c(OC)c1 (configuration not stated)	6
O=C(c1c[nH]c2ccc(S(=O)(=O)N3CCC4(CC3)OCCO4)cc2c1=O)N1CCOCC1	13
COc1ccc(-n2ncc3c(NC(C)C)ncnc32)cc1	5
CC1CCc2nc(N)c(C#N)c(-c3ccncc3)c2C1 (configuration not stated)	-2
CCOC(=O)c1sc(C)c(C(=O)NCCCN2CCOCC2)c1N	4
CCOC(=O)CSc1nc(-c2ccncc2)ccc1C#N	6
Cc1cc2nc(-c3ccc(NC(=O)C(C)C)cc3)oc2cc1C	0
Cc1nc(-n2nnc3ccccc32)c2c3c(sc2n1)CCCC3	2
COc1ccc(O)c(C(=O)CC(=O)c2ccccc2)c1	-4
COC(=O)c1ccc2c(c1)SC1=C(CCCC1=O)N2	3
CCn1c(=O)c(C(C)=O)nc2ccccc21	8
Cc1c(C)c2cc(Cl)c(OCc3nn[nH]n3)cc2oc1=O	3
COc1ccc(NC(=O)CN2C(=O)CC(C)(C)S(=O)(=O)c3ccccc32)cc1	5
O=C(COC(=O)c1n[nH]c2ccccc12)NC(=O)NCc1ccco1	5
CCC(c1nnnn1Cc1ccco1)N(Cc1cc2cc(C)cc(C)c2[nH]c1=O)CC1CCCO1 (configuration not stated)	4

Next section.
SMILES	MMP13 inhibition
COc1cc2c(cc1OC)/C(=C/C(=O)N1CCOCC1)NC(C)(C)C2	-23
Cc1cc(NC(=O)c2cc(-c3cccs3)nc3ccccc23)no1	-17
COCCN1C=C(C(=O)OC)C(c2ccc(OC)c(OC)c2)C(C(=O)OC)=C1	-2
CC1(C)Cc2c(C#N)c(N3CCN(C(=O)c4ccco4)CC3)nc(Cc3ccccc3)c2CO1	-9
O=S1(=O)NC2CCCCCN2c2ccc(F)cc21 (configuration not stated)	-2
Cc1ccc(CN(Cc2cc3cc(C)ccc3[nH]c2=O)C(=O)N2CCOCC2)cc1	0
c1cncc(-c2nc(-c3ccco3)cs2)c1	5
CCOc1c(C)cc(-c2ncccc2O)cc1C	5
CCOC(=O)Cc1c(C)c2ccc(N(CC)CC)cc2oc1=O	-13
Cn1c(=O)c2c(nc(SCCN3CCOCC3)n2Cc2ccccc2Cl)n(C)c1=O	4
CCC(C)NC(=O)CSc1nc2ccc(N3CCOCC3)cc2c(=O)n1CCc1ccccc1 (configuration not stated)	-1
CCCN(CCC)c1ncnc2c1cnn2-c1ccc(OC)cc1	-4
CCCC(=O)N(Cc1cc2cccc(C)c2[nH]c1=O)c1ccccc1OC	4
Nc1nc2nccc(-c3ccc(Cl)cc3)n2n1	-11
Nc1nc(N)c2nc(-c3ccccc3)c(N)nc2n1	-38
COc1cc(OC)cc(-c2cc3nc(C)c(CCC(=O)NC(C)CCc4ccco4)c(C)n3n2)c1 (configuration not stated)	0
COc1ccc(F)cc1CN1CCN(c2cc(C)nc3c4c(C)cc(C)nc4nn23)CC1	6
COc1cc2ccccc2cc1-c1nnc(COc2ccccc2)o1	0
CCOC(=O)C(C)Sc1ccc2nnc(-c3ccc(F)cc3)n2n1 (configuration not stated)	4
COc1ccc(Oc2coc3c(CN(C)C)c(O)ccc3c2=O)cc1	3
CCOC(=O)N1CCN(C(=O)Cn2ncn3nc(-c4cccs4)cc3c2=O)CC1	0
CCN1c2ccccc2-c2nc3ccccc3n2C1c1cccnc1 (configuration not stated)	-4
COc1cc2c(cc1OC)-c1cc(N3CCCCCC3)nc(=O)n1CC2	7
CCOc1cc(-c2ccc(N)c(OCC)c2)ccc1N	9
CCCCc1nc(NCC2CCCO2)c(C#N)c2c1COC(C)(C)C2 (configuration not stated)	-4
COc1ccccc1-c1cc2nc(C)c(CCC(=O)NCc3ccco3)c(C)n2n1	0
Cc1ccc(-c2nc(CN(C)C)cc(CN(C)C)c2O)cc1	2
COc1ccc(-c2c3c(=O)n(C)c(=O)n(C)c3cn2NC(C)=O)cc1	3
CCN(CC)CCNC(=O)c1cc2c(=O)n(C)c3ccccc3c2n1C	5
COc1ccc(C2C(C(=O)NCc3ccccc3)=C(C)Nc3ncnn32)cc1OC (configuration not stated)	2

(cont.)
mol | MMP13 inhibition
CCCC(=O)OCCNC(=O)c1cc2ccccc2oc1=O | 3
CCOC(=O)COn1c(=O)c(-c2ccc(OC)c(OC)c2)[n+]([O-])c2ccccc21 | 3
O=C(Nc1ccon1)c1cnc2sccn2c1=O | 3
Cc1ccc2c(c1)c1ncnc(N3CCN(c4ccccc4)CC3)c1n2C | 6
O=S(=O)(c1cccs1)N1CN(CC2CCCO2)c2nc3ccccc3nc21 (configuration not stated) | 4
CCc1nc(SCC(=O)Nc2cc(C)on2)c2c(C)c(C)sc2n1 | 4
CCOC(=O)N1CCC(NC(=O)Cn2c3c(c(-c4ccccc4Cl)cc2=O)CCC3)CC1 | 4
Cc1ccc(N2C(=O)CC(Cn3nc(C)cc3C)C2=O)cc1 (configuration not stated) | 2
O=c1c2[nH]c3ccc(F)cc3c2ncn1C1CCCCC1 | 3
CCc1cc2c(SCC(=O)C(C#N)=C3N(C)c4ccccc4N3C)ncnc2s1 | 1
CCCCC(=O)Nc1c(O)c2ccccc2[nH]c1=O | -1
CCCC(=O)Nc1ccc(-c2nc3cc(C)c(C)cc3o2)c(O)c1 | -2

At a glance, 5 of the compounds above.
mol | MMP13 inhibition
Cc1ccc(N2C(=O)CC(Cn3nc(C)cc3C)C2=O)cc1 (configuration not stated) | 2
O=c1c2[nH]c3ccc(F)cc3c2ncn1C1CCCCC1 | 3
CCc1cc2c(SCC(=O)C(C#N)=C3N(C)c4ccccc4N3C)ncnc2s1 | 1
CCCCC(=O)Nc1c(O)c2ccccc2[nH]c1=O | -1
CCCC(=O)Nc1ccc(-c2nc3cc(C)c(C)cc3o2)c(O)c1 | -2

Next structures.
mol | MMP13 inhibition
O=C1NC(c2ccccn2)Nc2sc3c(c21)CCC3 (configuration not stated) | 5
Cc1cccn2cc(CNC(=O)C3CCCCC3)nc12 | 6
CC(Oc1ccc2oc(-c3ccccc3)c(C(=O)O)c2c1)C(=O)O (configuration not stated) | -5
O=C1c2ccccc2NC2(CCCCC2)N1c1ccc(O)cc1 | 5
CCN(CC)CCCN(Cc1cc2cc3c(cc2[nH]c1=O)OCCO3)C(=O)Nc1ccccc1 | -3
Cc1nc2nc(-c3ccco3)[nH]n2c(=O)c1Cc1ccccc1 | 7
COc1ccc2[nH]c(=O)c(CN(C(=O)c3cccnc3)c3ccccc3OC)cc2c1 | 4
CNc1oc(-c2ccccc2)nc1C#N | -11
CCc1cc(=O)oc2cc(C)cc(OC(C)C(=O)O)c12 (configuration not stated) | 1
COC(=O)C1=CNC=C(C(=O)OC)C1c1ccc(Cl)cc1 | -14
COC(=O)c1[nH]c2ccc(C)cc2c1NC(=O)C(C)N1CCN(C2CCCCC2)CC1 (configuration not stated) | 3
CCOc1ccc(C2C(C(=O)OC)=CN(CCOC)C=C2C(=O)OC)cc1 | -14
Cc1ccc2nc(-c3ccccc3)cn2c1 | 6
CN1CCN(C(=O)Nc2cccc3ccccc23)CC1 | 4
Cc1ccccc1Cc1c(C)nc2c(C(=O)NCc3ccco3)cnn2c1C | 6
COC(=O)C1=CN(CC2CCCO2)C=C(C(=O)OC)C1c1ccsc1 (configuration not stated) | 24
O=C(Cn1ncc2c(=O)oc3ccccc3c21)N1CCN(c2ccccn2)CC1 | 0
CCc1cc2c(NCCC(=O)O)nc(C)nc2s1 | 8
CCN(CC)CCn1cnc2c([nH]c3cccc(OC)c32)c1=O | -18
CCc1c(C)c2ccc(OCC(=O)OC)cc2oc1=O | -5
Cc1ccc(-c2cc(C(F)F)nc(NCC3CCCO3)n2)cc1 (configuration not stated) | 8
c1ccc(-c2cnc(CSc3ncnc4sccc34)o2)cc1 | 7
Cc1cc(NC(=O)CSc2ccc3nnc(-c4cccnc4)n3n2)no1 | 0
O=C(O)CCc1ccc(-c2ccc(Br)cc2)n1Cc1ccco1 | 6

Grouped by structure: the compounds so far with an aryl thioether with sulfur outside any ring.
mol | MMP13 inhibition
CCOC(=O)CSc1ccc2nnc(-c3cccnc3)n2n1 | 3
CC(=O)c1sc2nc(SCC(=O)N3CCCCC3)[nH]c(=O)c2c1C | 5
CCOC(=O)CSc1nc(-c2ccncc2)ccc1C#N | 6
Cn1c(=O)c2c(nc(SCCN3CCOCC3)n2Cc2ccccc2Cl)n(C)c1=O | 4
CCC(C)NC(=O)CSc1nc2ccc(N3CCOCC3)cc2c(=O)n1CCc1ccccc1 (configuration not stated) | -1
CCOC(=O)C(C)Sc1ccc2nnc(-c3ccc(F)cc3)n2n1 (configuration not stated) | 4
CCc1nc(SCC(=O)Nc2cc(C)on2)c2c(C)c(C)sc2n1 | 4
CCc1cc2c(SCC(=O)C(C#N)=C3N(C)c4ccccc4N3C)ncnc2s1 | 1
c1ccc(-c2cnc(CSc3ncnc4sccc34)o2)cc1 | 7
Cc1cc(NC(=O)CSc2ccc3nnc(-c4cccnc4)n3n2)no1 | 0

(cont.)
mol | MMP13 inhibition
Cc1ccc(S(=O)(=O)Nc2nc3ccccc3nc2NCc2ccco2)cc1 | -1
CCOC(=O)CNc1c(-c2ccc(F)cc2)nc2cnccn12 | -6
O=C(CCSc1nc(-c2ccc3c(c2)OCO3)cc(C(F)(F)F)n1)NCc1ccco1 | 13
O=C(O)CCc1ccc(-c2cccs2)n1CC1CCCO1 (configuration not stated) | 8
CC1(C)Cc2nc(NCCCO)c(C#N)cc2CO1 | -11
N#Cc1cc2c(=O)n3ccccc3nc2n(CCCn2ccnc2)c1=N | -36
COc1ccc2[nH]c(=O)c(CN(C(=O)COc3ccccc3)C(C)C)cc2c1 | 2
Cc1ccc2c(n1)sc1c(N)ncnc12 | 3
Cc1cc(-c2cccs2)c2c(n1)sc1c(=O)[nH]c(=O)[nH]c12 | 2
CCOc1ccccc1-c1nc(-c2cc3ccc(C)cc3[nH]c2=O)no1 | 5

Only part of the results is shown. The share of hits here may be higher or lower than overall.
